# Screening data: PubChem BioAssay, National Center for Advancing Translational Sciences (NCATS)
# ELG1 genotoxic – qHTS screen for small molecules that induce genotoxicity in human embryonic kidney (HEK293T) cells expressing luciferase-tagged ELG1; HEK293T ELG1-luciferase reporter, luminescence, 16 h; Potency, µM (highest dose often 46 µM), for inactives: top-dose activity change, positive = activation, most hits filed as activators; 330,000 compounds, 1.3% hits; AID 504466, 2011; further: potency means the concentration at half of the fitted maximal effect; % of control where 0% means no effect; nearly all actives have a fitted effect of over 60% in size
#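 Genotoxic stress is detected as increased luminescence from luciferase-tagged ELG1 in HEK293T cells, measured with ONE-Glo after a 16 hr treatment at 37 °C.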
# Tb PFK block – qHTS Assay to Find Inhibitors of T. brucei phosphofructokinase; T. brucei PFK, ADP-Glo luminescence; Potency, µM (top dose mostly 57.5 µM), inactives show at the highest dose activity, negative = inhibition, usual class: inhibitors; 330,000 compounds, 0.17% hits; ATP-dependent 6-phosphofructokinase (Trypanosoma brucei brucei), O15648;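 further: potency means the concentration at half of the fitted maximal effect; 0% = uninhibited 1x PFK enzyme wells and -100% = no-enzyme wells; nearly all actives have a fitted effect of over 60% in size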
#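 ADP-Glo luminescence quantified ADP after 45 min at room temperature, with 1.25 nM T. brucei PFK, 0.1 mM ATP and 0.5 mM fructose-6-phosphate in pH 8.0 TEA buffer. qHTS titrations up to 57 µM; curves classified by quality.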
# RORgamma inh – qHTS for inhibitors of ROR gamma transcriptional activity; 310,000 compounds, 5.4% hits; Drosophila S2 Gal4-RORgamma UAS-luciferase reporter, 20 h; Potency, µM (doses to about 53.6 µM), without a hit: top-dose activity change, negative = inhibition, hits mostly inhibitors; Nuclear receptor ROR-gamma (Mus musculus), P51450; further: potency means the concentration at half of the fitted maximal effect; on the % scale 0 is the no-effect control and ±100 the full control effect; nearly all actives have a fitted effect of over 60% in size
# Target sequence (P51450 whole entry, looked up, the tested form may be a part): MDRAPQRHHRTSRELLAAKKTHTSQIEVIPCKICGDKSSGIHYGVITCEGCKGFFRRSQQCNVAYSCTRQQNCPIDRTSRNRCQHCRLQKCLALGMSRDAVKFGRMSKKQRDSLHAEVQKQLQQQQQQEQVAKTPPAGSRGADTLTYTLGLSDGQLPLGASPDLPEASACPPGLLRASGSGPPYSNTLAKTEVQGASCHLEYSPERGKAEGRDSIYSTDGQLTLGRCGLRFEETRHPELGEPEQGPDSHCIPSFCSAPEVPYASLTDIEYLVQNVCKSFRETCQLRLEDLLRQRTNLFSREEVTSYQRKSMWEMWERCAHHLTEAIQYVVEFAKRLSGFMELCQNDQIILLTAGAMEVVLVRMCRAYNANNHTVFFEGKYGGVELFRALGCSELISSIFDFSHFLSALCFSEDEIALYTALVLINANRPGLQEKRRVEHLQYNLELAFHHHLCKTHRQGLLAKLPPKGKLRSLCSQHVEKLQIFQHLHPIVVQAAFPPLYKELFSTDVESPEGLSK
#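 Drosophila S2 cells stably expressing Gal4-DBD/mouse RORγ fusion under metallothionein promoter plus UAS-luciferase; compound 1 h, then 700 uM CuSO4 induction for 20 h at ambient temperature; inhibition read as reduced luminescence.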
# ELG1 DNA repair – qHTS screen for small molecules that inhibit ELG1-dependent DNA repair in human embryonic kidney (HEK293T) cells expressing luciferase-tagged ELG1 | Potency, µM (titrated, usually from 46.1 µM), for inactives: at the highest dose activity change, negative = inhibition, most hits filed as inhibitors | HEK293T ELG1-luciferase reporter, luminescence, 16 h; DNA damage induced by 5-fluorouridine | 330,000 compounds, 2.3% hits; further: potency means the concentration at half of the fitted maximal effect; on the % scale 0 is the no-effect control and ±100 the full control effect; nearly all actives have a fitted effect of over 55% in size
#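 Quantitative HTS, concentration-response format. 2,000 cells/well co-treated with 5-fluorouridine and compound, 16 hr in 5% CO2 at 37 °C; ONE-Glo luminescence read after 30 min.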
# Rab9 promoter act – qHTS Assay for Rab9 Promoter Activators; AID 485297, 2010; Huh7 Rab9 promoter-luciferase reporter, luminescence, 24 h; 320,000 compounds, 2.8% hits; Potency, µM (doses to about 9.22 µM), for the others: at the highest dose activation, negative = inhibition, usual class: activators; further: potency means the concentration at half of the fitted maximal effect; % of control where 0% means no effect; nearly all actives have a fitted effect of over 60% in size
#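 Rab9 promoter-driven luciferase in stably transfected Huh7 cells; 1500 cells/well rested 2 h, exposed to compound in DMSO for 24 h at 37 °C, 5% CO2. Luminescence read 10 min after adding luciferase reagent at ambient temperature.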
# NPC1 promoter act – qHTS Assay for NPC1 Promoter Activators. Huh7 NPC1 promoter luciferase reporter, 24 h. Potency, µM (highest dose often 9.22 µM), for inactives: at the top dose activation, most hits filed as activators. 320,000 compounds, 2.4% hits. AID 485313, 2010;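 further: potency means the concentration at half of the fitted maximal effect; % of control where 0% means no effect; nearly all actives have a fitted effect of over 60% in size; reporter is driven by a mutant NPC1 promoter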
#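 Stably transfected Huh7 (NPC1 promoter→luciferase), 1500 cells/well in Opti-MEM + 10% FBS, 2 h settle, then compound 24 h at 37 °C. Luminescence after 10 min with Amplite reagent.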
# FLuc counter – qHTS profiling assay for firefly luciferase inhibitor/activator using purifed enzyme and Km concentrations of substrates (counterscreen for miR-21 project) | Potency, µM (doses to about 57.5 µM), inactives show top-dose activity change, negative = inhibition, usual class: inhibitors | Luciferin 4-monooxygenase (Photinus pyralis), P08659 | purified FLuc, Km substrates, luminescence inhibition | AID 588342, 2011 | 360,000 compounds, 6.9% hits;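 further: potency means the concentration at half of the fitted maximal effect; plate controls were vehicle for no effect and reference inhibitor for full effect; nearly all actives have a fitted effect of over 55% in size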
# Target sequence (P08659 whole entry, looked up): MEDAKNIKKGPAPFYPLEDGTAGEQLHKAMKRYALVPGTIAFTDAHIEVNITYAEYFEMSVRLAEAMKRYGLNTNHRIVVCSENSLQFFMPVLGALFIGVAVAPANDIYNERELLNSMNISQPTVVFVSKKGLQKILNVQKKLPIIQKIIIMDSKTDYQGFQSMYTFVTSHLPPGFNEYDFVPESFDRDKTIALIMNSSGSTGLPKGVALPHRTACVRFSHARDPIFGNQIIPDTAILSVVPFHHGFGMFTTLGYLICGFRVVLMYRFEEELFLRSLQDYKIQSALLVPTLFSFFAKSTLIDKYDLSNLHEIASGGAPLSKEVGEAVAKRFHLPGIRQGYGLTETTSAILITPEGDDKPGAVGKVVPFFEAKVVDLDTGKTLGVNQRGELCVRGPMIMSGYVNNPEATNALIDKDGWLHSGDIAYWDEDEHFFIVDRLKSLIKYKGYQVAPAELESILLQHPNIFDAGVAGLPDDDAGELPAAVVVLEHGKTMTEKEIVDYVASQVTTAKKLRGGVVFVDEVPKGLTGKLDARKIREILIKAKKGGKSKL
#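 Biochemical qHTS of compounds, final roughly 60 µM downward over six points, against 10 nM purified firefly luciferase using Km concentrations of substrates (10 uM D-luciferin, 10 uM ATP) in Tris acetate pH 7.5 buffer; luminescence output.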
# p53 reactivator – qHTS assay for re-activators of p53 using a Luc reporter | H1299 p53-A138V BP100-luciferase reporter, luminescence, 24 h | 320,000 compounds, 0.063% hits | Potency, µM (top dose mostly 92.2 µM), inactives show at the highest dose activity change, positive = activation, most hits filed as activators; further: potency means the concentration at half of the fitted maximal effect; % of control where 0% means no effect; nearly all actives have a fitted effect of over 45% in size
#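 H1299 (p53-null), stable ts p53-A138V + BP100-Luc; 1000 cells/well, Opti-MEM/10% FBS; cpd 4 pt, 1:5; 24 h, 37 deg C, 5% CO2; detection reagent 10 min RT; luminescence.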
# TRPV1 ag – HTS Assay for Compounds that Act as Agonists of the Vanilloid Receptor 1; TRPV1-expressing cells, Fluo-8 calcium influx, agonist mode; activation, % at 8.33 µM; 320,000 compounds, 0.19% hits; AID 540275, 2011; in the data active means activation above about 80%; inconclusive means between about 30% and that limit; further: 0% is about no effect
#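 Fluo-8 calcium influx in TRPV1-expressing cells, kinetic read (ex 480/em 520 nm). Compound added and read 3 min for agonist activity, followed by capsaicin at EC20 final and 2 min further read for enhancement.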
# Gal4-VP16 FLuc – VP16 counterscreen qHTS for inhibitors of ROR gamma transcriptional activity. Drosophila S2 Gal4-VP16 UAS-luciferase, luminescence, 20 h. Potency, µM (highest dose often 53.6 µM), without a hit: at the top dose activity, negative = inhibition, most hits filed as inhibitors. 310,000 compounds, 3.5% hits. AID 2546, 2010;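 further: Gal4-VP16 expression switched on by copper sulfate through the metallothionein promoter; potency means the concentration at half of the fitted maximal effect; on the % scale 0 is the no-effect control and ±100 the full control effect; nearly all actives have a fitted effect of over 50% in size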
# BRCA1 expr act – qHTS Assay to Identify Small Molecule Activators of BRCA1 Expression | MCF7-BRCA1-FFLuc reporter, luminescence, 48 h; response scale: scaled: vehicle 0%, 10 µM genistein 100% | Potency, µM (series often up to 46.1 µM), for the others: at the highest dose activation, hits mostly activators | 380,000 compounds, 1.1% hits; further: potency means the concentration at half of the fitted maximal effect; nearly all actives have a fitted effect of over 80% in size; some results filed as inactive show a strong effect at the top dose
#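 48 h compound treatment of MCF7-BRCA1-FFLuc cells (phenol-red free MEM, 37 °C), then 15 min with luciferase substrate and luminescence imaging.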
# Starred values were filed as active, the others as inactive; ? = inconclusive; nt = not tested or not shown; [ ] = remark or other dose. Unless noted, the call rests on the fitted dose curve; in most records, active means well fitted curve in the direction sought with a large enough effect; inconclusive means small, poorly fitted or top-dose-only effect, or another doubt; inactive means no such curve, though single readings can be large; an effect the other way counts as inactive or inconclusive. Not a hit list; any-hit rate near 15%.
# Each structure is followed by: ELG1 genotoxic | Tb PFK block | RORgamma inh | ELG1 DNA repair | Rab9 promoter act | NPC1 promoter act | FLuc counter | p53 reactivator | TRPV1 ag | Gal4-VP16 FLuc | BRCA1 expr act
1	COc1cccc(CNc2ccc3c(c2)CCC3)c1
    ? | -5% | -18% | ? | 10% | 18% | ? | 13% | 2 | -5% | 32%
2	c1ccc2[nH]c(N3CCOCC3)nc2c1
    3% | 2% | 6% | 20% | 7% | 7% | 2% | 11% | -2 | 1% | -19%
3	COc1cccc(CNC(=O)Cc2csc(NC(=O)Nc3ccccc3OC)n2)c1
    -5% | -6% | nt | ? | -2% | 6% | 0% | -7% | 3 | nt | -8%
4	O=C1NC(=O)/C(=C\c2cn(CC(=O)N3CCOCC3)c3ccccc23)S1
    0% | -3% | -3% | -2% | 0% | -1% | 2% | 4% | -3 | -18% | -18%
5	CCCCN(CC)C(=O)Cc1cn(C)c2ccccc12
    -2% | -1% | 3% | 1% | -4% | -2% | 0% | -3% | 6 | 1% | -19%
6	CC1CCC(NC(=O)c2nn(C)c3c2CS(=O)(=O)c2ccccc2-3)CC1 (centres undefined)
    -6% | 8% | -4% | 0% | -1% | 0% | -2% | -2% | 0 | 16% | -77%
7	CC(=O)OC1COC(n2ccc3ccccc32)C(OC(C)=O)C1OC(C)=O (centres undefined)
    2% | 0% | 1% | -9% | 4% | -1% | 8% | 3% | 0 | -1% | -14%
8	CCOC(=O)C1CCN(c2c(NCc3ccc(C(=O)N(C)Cc4ccccc4)cc3)c(=O)c2=O)CC1
    3% | -6% | 0% | -8% | -4% | -4% | 2% | -3% | -2 | -3% | -19%
9	Cc1nc(N2CCC(C)CC2)c(C#N)c(C)c1[N+](=O)[O-]
    -2% | 1% | 15% | -2% | -4% | -6% | -7% | 3% | 0 | -10% | -2%
10	O=C(c1ccc(S(=O)(=O)N2CCCC2)cc1)N1CCN(c2cccc(Cl)c2)CC1
    -9% | -6% | ? | -14% | -2% | -2% | 2% | 12% | 3 | -12% | -31%
11	CCCn1c(-c2ccc(F)cc2)cnc1SCC(=O)O
    -4% | -1% | ? | -10% | -11% | -7% | -1% | -1% | -1 | 22% | -22%
12	c1ccc(-c2ccnc3nc(-n4cccc4)nn23)cc1
    6% | 3% | 20% | 13% | 2% | 2% | -1% | -23% | 0 | -9% | -37%
13	Oc1cc2c(cc1O)[C@@H](c1ccccc1)CNCC2
    -2% | 12µM* | -2% | 11% | -3% | 0% | 4.8µM* | 12% | 0 | -10% | -6%
14	CCOC(=O)C1CCCN(c2cc(NCCCO)c([N+](=O)[O-])c3nonc23)C1 (centres undefined)
    1% | 0% | 34% | 2% | -2% | 1% | 1% | 1% | 0 | -2% | nt
15	CCCCCOc1ccc(C(=O)CCC(=O)NC(C)c2ccc(S(N)(=O)=O)cc2)cc1 (centres undefined)
    -2% | -5% | nt | ? | nt | nt | nt | 32% | nt | nt | -16%
16	Cc1n[nH]c(=O)nc1NCc1ccccc1
    -1% | -4% | 20% | 6% | 6% | 0% | 2% | -1% | -1 | 9% | 13%
17	O=c1[nH]n2c(=O)c3c([nH]c2c1N=Nc1ccccc1)CCC3
    2% | 3% | -8% | 1% | 0% | -4% | ? | -3% | -1 | -9% | -20%
18	COc1ccc(NCc2nnc(SCC(=O)N3CCCc4ccccc43)n2C)cc1
    -4% | -2% | 26% | 0% | -1% | 4% | 1% | -1% | 1 | 26% | -2%
19	O=C(Nc1ccccc1N1CCOCC1)c1cccc(F)c1
    6% | 2% | -1% | -12% | -7% | -3% | -2% | 2% | -1 | 5%[10 µM] | -10%
20	CS(=O)(=O)N(CC(N)=O)c1ccc(F)c(Cl)c1
    -2% | -6% | 17% | 5% | 5% | -2% | 8% | -6% | -2 | 10% | 6%

# Overlap with the part before: 4 compounds, followed by the next part.
# Each structure is followed by: ELG1 genotoxic | Tb PFK block | RORgamma inh | ELG1 DNA repair | Rab9 promoter act | NPC1 promoter act | FLuc counter | p53 reactivator | TRPV1 ag | Gal4-VP16 FLuc | BRCA1 expr act
17	O=c1[nH]n2c(=O)c3c([nH]c2c1N=Nc1ccccc1)CCC3
    2% | 3% | -8% | 1% | 0% | -4% | ? | -3% | -1 | -9% | -20%
18	COc1ccc(NCc2nnc(SCC(=O)N3CCCc4ccccc43)n2C)cc1
    -4% | -2% | 26% | 0% | -1% | 4% | 1% | -1% | 1 | 26% | -2%
19	O=C(Nc1ccccc1N1CCOCC1)c1cccc(F)c1
    6% | 2% | -1% | -12% | -7% | -3% | -2% | 2% | -1 | 5%[10 µM] | -10%
20	CS(=O)(=O)N(CC(N)=O)c1ccc(F)c(Cl)c1
    -2% | -6% | 17% | 5% | 5% | -2% | 8% | -6% | -2 | 10% | 6%
21	Cc1c(NC(=O)c2ccc(CC(C)C)o2)c(=O)n(-c2ccccc2)n1C
    0% | 7% | 21% | 7% | -2% | -1% | 0% | -4% | -3 | 2% | -9%
22	COc1ccc(Cn2nnnc2C(c2ccc(N(C)C)cc2)N2CCC(C(N)=O)CC2)cc1 (centres undefined)
    -2% | -1% | -11% | -5% | 0% | -3% | -9% | 2% | 3 | -4% | 0%
23	Cc1ccccc1N1C(=O)C(Cc2ccc(F)cc2)S/C1=C(\C#N)C(N)=O (centres undefined)
    2% | -5% | 34% | -8% | 1% | -3% | 0% | 4% | -2 | 0% | 10%
24	O=C(NCC1CCCO1)c1cc([N+](=O)[O-])ccc1N1CCC(Cc2ccccc2)CC1 (centres undefined)
    -9% | 4% | nt | 23µM* | -3% | -7% | -2% | -7% | ? | nt | 1%
25	COC(=O)c1cccn(CC(=O)c2ccc(Cl)cc2Cl)c1=O
    5% | -4% | -16% | 10% | -6% | 0% | 15µM* | -2% | -1 | -6% | 18%
26	COCCn1c(-c2ccc(Cl)cc2Cl)nc2c(c(=O)c3ccccc3n2C)c1=O
    -3% | -4% | -22% | -12% | -9% | -6% | 3% | 5% | -2 | -1% | 0%
27	C[C@H](NC(=O)c1nc[nH]c1C(=O)N[C@@H](C)C(=O)OCc1ccccc1)C(=O)OCc1ccccc1
    8% | 0% | 13µM* | ? | 5% | -2% | 3% | nt | 3 | ? | 4%
28	COc1ccc(NC(=O)CN(C)C(=O)c2c(C)nn(Cc3ccccc3)c2C)cc1
    2% | -5% | nt | 18% | -2% | -7% | -1% | 12% | -4 | nt | -2%
29	COc1ccc(C2=NN(C(=O)c3ccc(Cl)c([N+](=O)[O-])c3)C(c3ccccc3)C2)cc1 (centres undefined)
    15% | 0% | 25% | ? | -6% | -2% | -10% | -6% | -2 | 11% | -56%
30	CC(C)c1ccc(OCC(=O)Nc2ccc3oc(=O)ccc3c2)cc1
    -1% | -1% | 19% | 11% | 9% | 4% | ? | 0% | ? | -5% | -1%
31	c1ccc(COc2cncc(-c3cccnc3)c2)cc1
    0% | 1% | nt | 16% | 1% | 6% | -26% | 26% | 11 | nt | 44%
32	CC(C)C(NS(=O)(=O)c1c(Cl)cccc1Cl)C(=O)OCC(=O)c1c[nH]c2ccccc12 (centres undefined)
    -11% | -3% | ? | ? | 0% | 1% | ? | 1% | 5 | -21% | -81%
33	CCOc1ccc(S(=O)(=O)NC(C)C(=O)NCc2ccccn2)cc1 (centres undefined)
    2% | -7% | -21% | -4% | -3% | 0% | -2% | 9% | 0 | -14% | -26%
34	Cc1sc2ncnc(NCC(C)(C)N3CCOCC3)c2c1C
    -6% | -1% | ? | ? | -25% | -20% | 0% | 1% | 6 | 18µM* | -34%
35	N#CCC1c2ccccc2CCN1C(=O)Nc1ccc(Cl)cc1 (centres undefined)
    -2% | -6% | -5% | 0% | -3% | 0% | -2% | 5% | 26 | -2% | -7%

# Values in list order from the entries so far.
# Compounds 13 to 24 in TRPV1 ag read 0, 0, nt, -1, -1, 1, -1, -2, -3, 3, -2, ?
# Compounds 13 to 24 in ELG1 DNA repair read 11%, 2%, ?, 6%, 1%, 0%, -12%, 5%, 7%, -5%, -8%, 23µM*
